Compound activity deposited in PubChem by several laboratories.
MEKK3 PB1 HTS: raises or lowers MEK5 binding to the human MEKK3 PB1 domain; Q99759; bead-based flow cytometry, Alexa488-MEK5 binding to MEKK3; actives lie on both sides; 0 = blocked by unlabeled MEK5, 100 = vehicle; 290,000 tested, 1.4% active; binding response (% of control), % at 10 µM;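 active = binding response more than 3 SD above or below the average of its plate-row segment, actives on both sides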;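 also: Alexa488 bead fluorescence after subtracting the streptavidin-only scavenger bead signal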
Target sequence (Q99759 whole entry, looked up, the tested form may be a part): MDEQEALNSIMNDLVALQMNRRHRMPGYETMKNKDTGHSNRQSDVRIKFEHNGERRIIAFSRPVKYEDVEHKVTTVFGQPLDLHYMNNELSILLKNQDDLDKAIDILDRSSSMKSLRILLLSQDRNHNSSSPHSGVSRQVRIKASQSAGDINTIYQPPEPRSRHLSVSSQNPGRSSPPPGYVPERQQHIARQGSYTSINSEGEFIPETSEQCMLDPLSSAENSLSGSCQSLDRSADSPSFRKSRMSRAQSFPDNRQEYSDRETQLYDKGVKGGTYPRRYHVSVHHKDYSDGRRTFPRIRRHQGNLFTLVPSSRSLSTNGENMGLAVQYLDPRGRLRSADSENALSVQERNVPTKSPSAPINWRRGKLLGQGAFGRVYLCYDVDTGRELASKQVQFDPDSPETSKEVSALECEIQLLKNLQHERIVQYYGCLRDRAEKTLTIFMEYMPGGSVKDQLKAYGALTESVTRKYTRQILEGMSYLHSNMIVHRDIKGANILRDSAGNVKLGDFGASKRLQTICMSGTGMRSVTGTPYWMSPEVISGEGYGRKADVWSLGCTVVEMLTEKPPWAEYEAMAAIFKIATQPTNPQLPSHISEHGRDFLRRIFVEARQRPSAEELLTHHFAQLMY
UBC9 SUMO inh: inhibitors of human SUMOylation (UBC9). HTRF SUMOylation assay, SAE1/SAE2 + UBC9, in vitro. inhibition, % at 35 µM. 290,000 tested, 0.36% active. AID 2006; in the data active = inhibition above about 50%, passing the limit was not always enough; also: strong numbers were not always called active
Target sequence (P63279 whole entry, looked up): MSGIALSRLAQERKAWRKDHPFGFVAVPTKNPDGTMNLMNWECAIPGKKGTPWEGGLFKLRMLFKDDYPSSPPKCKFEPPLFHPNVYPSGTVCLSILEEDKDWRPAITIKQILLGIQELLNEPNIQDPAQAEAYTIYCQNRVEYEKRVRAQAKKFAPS
IDE act: boosts human insulin-degrading enzyme activity in HEK cells. P14735. FAbeta-B cleavage, fluorescence polarization; 0% vehicle, 100% cell-free pure enzyme wells. activation, % at 5.96 µM. 340,000 tested, 0.073% active;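 active = activation above the mean of all tested compounds plus 3 SD, set per screening campaign, cut at about 17% in these data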
DNA FID counter: fluorescent intercalator displacement, NS3 helicase counter-screen | DNA fluorescent intercalator displacement, fluorescence | inhibition, % at 7.9 µM | 290,000 tested, 0.17% active; in the data active = inhibition above about 37%;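 also: 0% = vehicle and 100% = reference compound; higher means more ethidium bromide displaced from hairpin DNA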
PHOSPHO1 inh: blocks human PHOSPHO1 phosphatase activity | recombinant PHOSPHO1, absorbance phosphatase assay | inhibition, % at 13.3 µM | 290,000 tested, 1.1% active; in the data active = inhibition above about 60%
Target sequence (Q8TCT1 whole entry, looked up): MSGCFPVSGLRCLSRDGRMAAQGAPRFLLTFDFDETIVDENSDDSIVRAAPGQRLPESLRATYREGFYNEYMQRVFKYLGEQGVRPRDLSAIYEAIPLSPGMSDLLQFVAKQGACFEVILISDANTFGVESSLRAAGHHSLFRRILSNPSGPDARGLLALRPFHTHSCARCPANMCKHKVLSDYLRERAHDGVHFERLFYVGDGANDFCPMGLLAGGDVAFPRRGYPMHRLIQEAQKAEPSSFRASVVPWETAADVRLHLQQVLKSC
IMP-1 inhibitor: blocks Pseudomonas aeruginosa IMP-1 metallo-beta-lactamase; purified IMP-1, nitrocefin hydrolysis, epi-absorbance fluorescence; inhibition, % at 5.6 µM; 290,000 tested, 0.45% active; AID 1556;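 active = inhibition above the mean plus 3 SD of all compounds in the same screening run, cut at about 4.5% in these data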;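 also: 0% = IMP-1 with DMSO and 100% = DMSO wells lacking enzyme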
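Material – recombinant IMP-1 enzyme, purified · Amount – IMP-1 0.2 nM before substrate addition · Medium – HEPES buffer pH 7.1 with ZnSO4 and Brij 35 · Timing – 25 °C, 15 min preincubation, 25 min reaction · Measured by – plate fluorescence quenching by hydrolysis product, ex 480/em 530 nm · Read-out – percent enzyme inhibition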
HCV NS3 hel inh: inhibitors of Hepatitis C virus NS3 helicase. NS3 helicase DNA unwinding, Cy5 molecular beacon fluorescence. inhibition, % at 10.9 µM. 290,000 tested, 0.56% active;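 active = inhibition above the mean of all tested compounds plus 3 SD, set per campaign, cut at about 35% in these data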;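 also: 0% = DMSO wells and 100% = thioflavine S control wells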
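assay system = NS3 helicase fragment of HCV | buffer or medium = MOPS pH 6.5, MgCl2, DTT, Tween20, BSA | timing = 60 min unwinding reaction at 25 °C after ATP addition | signal = Cy5 beacon fluorescence read at start and 1 h | read-out basis = % inhibition of unwinding | control set = low DMSO, high thioflavine S at 110 µM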
pCIP destab: compounds decreasing mouse p/CIP protein stability | Q05BA5 | F442A p/CIP-EGFP cells, EGFP fluorescence, 16 h | decrease of EGFP signal, % at 10 µM | 290,000 tested, 0.01% active | AID 1984;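 active = EGFP signal decrease of at least 30% at 10 µM or well 3 SD below plate mean, unless failing retest; inactive = the rest, including hits failing retest or dose response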; also: some compounds called inactive have numbers as strong as hits; many of its hits are not listed in these tables
VIM-2 inhibitor: inhibitors of Pseudomonas aeruginosa VIM-2 metallo-beta-lactamase. AID 1527. inhibition, % at 5.6 µM. 290,000 tested, 0.89% active. purified VIM-2, nitrocefin hydrolysis, epi-absorbance fluorescence;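 active = inhibition above the mean of all tested compounds plus 3 SD, cutoff set per screening run, cut at about 7.5% in these data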;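 also: red hydrolysis product quenches plate fluorescence so inhibitors raise well fluorescence; 0% = enzyme with DMSO and 100% = DMSO without enzyme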
* marks the source's active call; other numbers are inactive results; . = no result given.

The first 2 records (preview)
#1 CCOc1cc(S(=O)(=O)NCCCn2ccnc2)ccc1Cl
#2 COc1ccccc1CNCc1ccc(OC)c(OC)c1OC
Compound | 1 | 2
MEKK3 PB1 HTS | 107 | 96
UBC9 SUMO inh | -8 | -2
IDE act | 7 | 4
DNA FID counter | 0 | 3
PHOSPHO1 inh | -8 | 6
IMP-1 inhibitor | -2.7 | -4.4
HCV NS3 hel inh | 2 | -5
pCIP destab | -3 | -8
VIM-2 inhibitor | -2.4 | 0.2

All compounds of this part, repeating the preview:
#1 CCOc1cc(S(=O)(=O)NCCCn2ccnc2)ccc1Cl
#2 COc1ccccc1CNCc1ccc(OC)c(OC)c1OC
#3 Cc1ccc(C)c2nc3sc(C(=O)O)cc3cc12
#4 O=CN1CCN(C(=O)c2ccc([N+](=O)[O-])cc2)CC1
#5 CCOC(=O)c1cccnc1SCC(=O)N(CC)c1cccc(C)c1
#6 COc1cc(CCCN2C(=S)NC[C@@H]2CCCCN)cc(OC)c1OC
#7 O=C(NC1CCCCCC1)C(=O)NC1CC1
#8 COc1ccc2nc(NC(=O)C34CC5CC(CC(NC(C)=O)(C5)C3)C4)sc2c1
#9 CCOC(=O)c1ccc(N/C=C/C(=O)C(C)(C)C)cc1
#10 CCNC(=S)NNC(=O)CC(C)C
Compound | 1 | 2 | 3 | 4 | 5 | 6 | 7 | 8 | 9 | 10
MEKK3 PB1 HTS | 107 | 96 | 99 | 103 | 90 | 94 | 90 | 103 | 100 | 79
UBC9 SUMO inh | -8 | -2 | 10 | -5 | -1 | 14 | 14 | 4 | -12 | 0
IDE act | 7 | 4 | . | 3 | 5 | -3 | 3 | 5 | -4 | 4
DNA FID counter | 0 | 3 | -17 | 3 | -33 | 2 | 0 | -24 | 1 | 8
PHOSPHO1 inh | -8 | 6 | 40 | -32 | -7 | 18 | 19 | 28 | 2 | 6
IMP-1 inhibitor | -2.7 | -4.4 | -3.6 | -3.5 | -2.0 | -2.1 | 2.2 | -1.0 | -0.4 | -1.1
HCV NS3 hel inh | 2 | -5 | 0 | -1 | 5 | 0 | 1 | -3 | 2 | -9
pCIP destab | -3 | -8 | 0 | -5 | -10 | -3 | -4 | -11 | 2 | -3
VIM-2 inhibitor | -2.4 | 0.2 | 9.6* | -3.5 | -6.6 | -1.9 | 0.7 | -0.3 | -0.9 | -3.2

#11 CC(C)(C)NC(=O)CSc1nncn1NCc1ccccc1
#12 Nc1cc(Cl)ccc1C(=O)OCC(=O)NC1CCS(=O)(=O)C1 (stereo unspecified)
#13 Cc1ccc(SCc2c(C(=O)N/N=C/c3cccnc3)nnn2-c2nonc2N)cc1
#14 CN(C)c1ccnc(Oc2ccc(C(C)(C)C)cc2)c1C#N
#15 CC(C)NC(=O)C1CCN(C2CCN(C(=O)Cc3ccc4c(c3)OCO4)CC2)CC1
#16 CN(C(=O)COC(=O)c1ccc(Cl)cc1N)C1CCCCC1
#17 O=C(O)CCCCn1c(SCc2cc(=O)n3cc(Cl)ccc3n2)nc2ccsc2c1=O
#18 O=C(CN(C1CCCCC1)S(=O)(=O)c1ccc(Br)cc1)NCc1cccnc1
#19 CC(C)CC1NC(=O)N(Cc2cc(=O)n3ccsc3n2)C1=O (stereo unspecified)
#20 O=C(CCc1c[nH]c2ccccc12)NC(Cc1c[nH]c2ccccc12)C(=O)O (stereo unspecified)
Compound | 11 | 12 | 13 | 14 | 15 | 16 | 17 | 18 | 19 | 20
MEKK3 PB1 HTS | 103 | 105 | 104 | 103 | 85 | 105 | 99 | 96 | 107 | 107
UBC9 SUMO inh | 17 | 14 | -11 | -9 | 12 | -14 | 11 | 3 | 3 | -3
IDE act | 0 | -4 | 1 | -2 | 1 | 1 | 1 | -3 | -1 | 5
DNA FID counter | -7 | 0 | -10 | -10 | -2 | -7 | -3 | -27 | 1 | -17
PHOSPHO1 inh | -16 | 12 | 24 | -10 | 50 | 36 | -5 | 14 | 44 | 22
IMP-1 inhibitor | -0.8 | 0.4 | -1.4 | -2.6 | -0.6 | -4.0 | -1.6 | -0.4 | -4.1 | -1.0
HCV NS3 hel inh | -4 | -5 | 1 | -16 | -3 | 23 | -4 | 7 | -12 | 23
pCIP destab | -13 | -3 | -11 | 1 | 1 | 18 | -5 | -4 | 2 | 0
VIM-2 inhibitor | -2.3 | 1.7 | 0.7 | -4.3 | 0.4 | -2.9 | -2.7 | 1.0 | -2.5 | 0.0

#21 CC1(C)CC(=O)C(N=Nc2ccc(-c3ccccc3)cc2)=C(O)C1
#22 C1CN(c2nc3nonc3nc2N2C[C@H]3CC[C@H]2C3)CCS1
#23 COc1ccc(CN2CCN(c3nc4ccccc4s3)CC2)cc1
#24 C/C(=N\Nc1nc(C)cc(C)n1)c1ccc(C)o1
#25 CCN1CCn2c3c(c4cc(Cl)ccc42)CCCC31 (stereo unspecified)
#26 COc1ccc(CNC(=O)C2=CC(c3ccc(OC)c(OC)c3)=NS(=O)(=O)N2C)cc1
#27 Cc1nc2ccc(NC(=O)c3cccs3)cc2s1
#28 COc1cccc(C(C)NC(=S)NCc2ccc(Cl)cc2)c1 (stereo unspecified)
#29 Cc1ccccc1NC(=O)Cn1nc(-c2ccc(Cl)s2)ccc1=O
#30 CCOc1ccc(NCC2CCOC(C)(C)C2)cc1 (stereo unspecified)
Compound | 21 | 22 | 23 | 24 | 25 | 26 | 27 | 28 | 29 | 30
MEKK3 PB1 HTS | 97 | 78 | 102 | 90 | 104 | 103 | 97 | 99 | 96 | 108
UBC9 SUMO inh | 18 | 9 | -12 | 22 | 26 | -2 | 9 | -20 | -4 | -18
IDE act | 4 | -3 | -4 | . | 4 | 8 | 0 | 3 | 10 | 0
DNA FID counter | -3 | -1 | -14 | -11 | 0 | -19 | -3 | -11 | -11 | -5
PHOSPHO1 inh | 32 | 15 | 32 | 42 | 23 | 28 | 24 | 29 | 14 | -6
IMP-1 inhibitor | -2.5 | -1.2 | 1.3 | -1.1 | -3.0 | -1.7 | -2.6 | -2.8 | -0.7 | -3.3
HCV NS3 hel inh | 13 | 1 | 23 | 6 | -11 | -12 | 1 | 2 | -4 | -2
pCIP destab | -12 | 7 | -10 | -31 | -7 | -2 | 4 | -10 | -4 | 15
VIM-2 inhibitor | -5.1 | 0.4 | -0.1 | -1.9 | -2.3 | -2.1 | -2.2 | -3.4 | -7.4 | -3.9

Already shown: entries from further up.
#29 Cc1ccccc1NC(=O)Cn1nc(-c2ccc(Cl)s2)ccc1=O
#30 CCOc1ccc(NCC2CCOC(C)(C)C2)cc1 (stereo unspecified)
Compound | 29 | 30
MEKK3 PB1 HTS | 96 | 108
UBC9 SUMO inh | -4 | -18
IDE act | 10 | 0
DNA FID counter | -11 | -5
PHOSPHO1 inh | 14 | -6
IMP-1 inhibitor | -0.7 | -3.3
HCV NS3 hel inh | -4 | -2
pCIP destab | -4 | 15
VIM-2 inhibitor | -7.4 | -3.9

(list continues)
#31 Cc1ccc(-n2ncc3c2CC(C)(C)CC3NC(=O)CN2CCCC2=O)cc1 (stereo unspecified)
#32 CC(C(=O)Nc1ncccn1)(c1ccccc1)c1ccccc1
#33 CCOC(=O)N1CCN(c2nc(-c3ccc(Cl)cc3)cs2)CC1
#34 Cc1cc(NC(=O)CSc2nc(-c3ccc(F)cc3)cs2)no1
#35 Cc1cc(=O)[nH]c2c3ccccc3nn12
#36 CCOC(=O)c1ccc[n+](CC(=O)Nc2ccccc2OC(F)F)c1
#37 O=C(CN1C(=O)c2ccccc2C1=O)NCC1CCCO1 (stereo unspecified)
#38 O=C(Nc1cc(=O)[nH]c2nc(-c3ccc(Cl)cc3)nn12)c1ccccc1
#39 CCC(C)CCCCNC1=NCCS1 (stereo unspecified)
#40 Cc1ccc(/C=C/C(=O)Nc2nn[nH]n2)o1
Compound | 31 | 32 | 33 | 34 | 35 | 36 | 37 | 38 | 39 | 40
MEKK3 PB1 HTS | 100 | 102 | 103 | 112 | 102 | 100 | 105 | 103 | 79 | 100
UBC9 SUMO inh | 5 | 14 | -19 | 5 | 13 | -4 | 17 | -108 | 6 | 4
IDE act | 4 | 8 | -13 | -1 | 0 | 0 | 7 | . | 7 | 3
DNA FID counter | -44 | -8 | -2 | -6 | -3 | 3 | -1 | -3 | 0 | 0
PHOSPHO1 inh | 17 | 20 | -1 | 23 | -22 | -135 | 18 | 32 | 8 | -7
IMP-1 inhibitor | -1.9 | -2.1 | -2.2 | -4.7 | -0.6 | -1.0 | -1.5 | -3.7 | 0.4 | -0.1
HCV NS3 hel inh | 2 | -1 | -4 | 2 | 2 | 4 | -7 | -10 | -11 | 11
pCIP destab | 0 | -13 | -10 | -6 | 2 | 2 | 2 | -15 | -2 | -1
VIM-2 inhibitor | -1.6 | -2.5 | 0.9 | -3.8 | 3.1 | 0.0 | -2.2 | -3.4 | 1.0 | 0.7

#41 COCCNC(=O)/C(C#N)=C/C=C/c1ccccc1[N+](=O)[O-]
#42 O=S1(=O)CC/C(=N\Nc2ccc(F)cc2)c2ccsc21
#43 COc1cc2c(C(=O)N3CCN(Cc4ccc5c(c4)OCO5)CC3)cn(C)c(=O)c2cc1OC
#44 COC(CNC(=O)c1ccc2c(c1)ncn2-c1ccc(C)cc1C)OC
#45 CCn1c2ccccc2c2nnc(SCCCn3c(=O)[nH]c4ccccc43)nc21
#46 O=C1CC(N2CCC(c3nc4ccccc4[nH]3)CC2)C(=O)N1c1ccccc1F (stereo unspecified)
#47 CCCn1nc(NS(=O)(=O)c2cccc3nonc23)c2cc3ccccc3nc21
#48 O=C(CCc1n[nH]c(=O)[nH]c1=O)N1CCCCC1
#49 O=C1NC(=Nc2ccccc2)S/C1=C\C=C\c1ccco1
#50 COc1ccc(CNC(=O)c2cnc3scc(C)n3c2=O)cc1
#51 CCOC(=O)c1c(C)n(CCNC(C)=O)c2ccc(O)cc12
#52 COc1cccc(C2c3[nH]c4ccccc4c3C[C@H]3C(=O)N(CCCCCO)CC(=O)N23)c1 (stereo partly specified)
#53 COC(=O)c1sccc1NC(=O)c1cc(-c2ccc(C)cc2C)nc2ccccc12
Compound | 41 | 42 | 43 | 44 | 45 | 46 | 47 | 48 | 49 | 50 | 51 | 52 | 53
MEKK3 PB1 HTS | 104 | 124 | . | 100 | 88 | 104 | 91 | 111 | 105 | 95 | 101 | 106 | 101
UBC9 SUMO inh | -14 | -9 | -3 | 2 | -14 | 4 | -6 | 25 | 48 | 12 | 8 | -10 | 11
IDE act | -2 | 3 | -15 | 7 | -3 | 3 | 3 | -1 | 2 | 7 | 4 | -3 | -4
DNA FID counter | 3 | 3 | -28 | -33 | -5 | -9 | -23 | 6 | -11 | -4 | -10 | -30 | -1
PHOSPHO1 inh | 0 | -90 | -26 | 29 | 2 | 23 | 28 | -4 | 23 | 13 | -7 | . | 30
IMP-1 inhibitor | -2.3 | -4.2 | -2.7 | -2.2 | -0.3 | -3.5 | -0.7 | -4.5 | 0.9 | -0.5 | -3.1 | -3.1 | -0.7
HCV NS3 hel inh | -10 | -3 | 6 | 18 | 2 | 0 | 24 | -3 | 44* | -3 | 8 | -6 | 5
pCIP destab | -3 | 2 | 1 | -7 | -4 | -20 | -6 | -7 | -6 | 6 | -6 | -3 | -9
VIM-2 inhibitor | -0.9 | -2.5 | -1.3 | -2.9 | 1.0 | -3.9 | -2.3 | -0.7 | -0.8 | 0.7 | -0.2 | -4.4 | -9.4

Only part of the results is shown; the hit share may differ from the screen's.
